# K1F lysis inhibition – inhibition of K1F phage lysis, E. coli UTI89, bacterial capsule biogenesis inhibitors, alamar blue (AID 488966). inhibition, % at 100 µM; hits with a dose series show IC50 in µM. E. coli UTI89 K1F phage lysis, alamar blue, 2 h; higher % means a stronger effect. 340,000 tested, 0.02% active;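 active = phage lysis inhibition, versus mean bacterial control, above a set limit; inconclusive = no clear call, values can overlap the other calls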;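 also: capsule biogenesis inhibitors block K1F phage lysis so surviving cells raise fluorescence; higher fluorescence means more inhibition of phage lysis; actives were called in the ten point dose series up to 300 µM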
# CSM14.1 death rescue – rescue of cells from ER stress-induced death, primary screen, 384-well, CSM14.1, thapsigargin, ATP luminescence (AID 1222) | 190,000 tested, under 10 active | one-dose cellular ATP content (survival), % at 20 µM; EC50 in µM for titrated hits | CSM14.1 thapsigargin-induced death rescue, ATP luminescence; higher % means a stronger effect;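 active = EC50 below 50 µM in the dose-response confirmation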;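 also: death triggered by thapsigargin at about 15 µM added after 2 h compound pretreatment; cell ATP read after overnight thapsigargin exposure of roughly 18 to 22 hours; normalized against plate controls of thapsigargin alone and 5% DMSO vehicle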
# Large T inhibition – SV40 large T antigen inhibitors, biochemical (AID 1903); inhibition, % at 20 µM, or IC50 in µM where a hit was titrated; 310,000 tested, 0.39% active; SV40 large T antigen ATPase/helicase inhibition assay; higher % means a stronger effect; in the data active = a potency from the dose series; inconclusive = inhibition mostly from about 32% at the one dose, without a potency; inactive = the rest, 99 in 100 with inhibition below about 32%; also: strong numbers were not always called active
# Yfh1-off respiration – enhancers of respiration in Yfh1-depleted yeast, dose response, Friedreich's ataxia, plus single-dose screen (AID 1465); S. cerevisiae Yfh1-off respiration, WST-1 reduction, 72 h; higher fold induction means a stronger effect; fold induction at 50 µM; hits with a dose series show EC50 in µM; 220,000 tested, 0.074% active;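 active = fold induction of absorbance versus untreated yeast above a set limit, then at least 30% activation at any dose in follow-up; inconclusive = repeats straddling the limit, or above it without dose testing; inactive = fold induction below the set limit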;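 also: activators that raise dye reduction in frataxin-depleted yeast; strong numbers were not always called active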
# NS5 inhibitors – Dengue-2 NS5 methyltransferase inhibitors, primary screen, biochemical, confirmation dose response (AID 588689); Genome polyprotein (Dengue virus type 2 (strain 16681-PDK53)); one-dose inhibition, % at 25 µM; IC50 in µM for titrated hits; Dengue-2 NS5 methyltransferase capping enzyme assay, biochemical; higher % means a stronger effect; 340,000 tested, 0.3% active; in the data active = a potency from the dose series; inconclusive = inhibition above about 29% without an active follow-up result
# RSV CPE inhibition – RSV antiviral activity via CPE protection, HEp-2 cells, primary 10 µM value included (AID 2391). HEp-2 cells, RSV-induced CPE inhibition; higher % means a stronger effect. one-dose CPE inhibition, % at 10 µM; IC50 in µM for titrated hits. 310,000 tested, 0.13% active; in the data active = a potency from the dose series; inconclusive = CPE inhibition mostly from about 23% at the one dose, without a potency; inactive = the rest, 99 in 100 with CPE inhibition below about 21%; also: strong numbers were not always called active
# XIAP displacement – XIAP antagonists, biochemical, IAP family, fluorescence polarization (AID 1018); E3 ubiquitin-protein ligase XIAP (Homo sapiens); XIAP BIR domain, fluorescence polarization peptide displacement; higher % means a stronger effect; 200,000 tested, 0.007% active; displacement, % at 20 µM; hits with a dose series show IC50 in µM; in the data active = displacement above about 50%; also: a part of the inactive calls stands beside numbers as strong as those of hits
# WT yeast gro inh – growth inhibition of WT strain, primary screen, mitochondrial fusion inhibitor project, WT and mutant strains, chemical genetic; mitochondrial fusion phenotypic screen; AID 1362, 2008; inhibition, % at 10 µM; 190,000 tested, 2.1% active; in the data active = inhibition above about 58%; tested in S. cerevisiae
# West Nile antiviral – West Nile virus antiviral activity, cell-based, CPE readout (AID 1621); 290,000 tested, 0.02% active; West Nile virus-infected cells, CPE inhibition; higher % means a stronger effect; CPE inhibition, % at 10 µM, or IC50 in µM where a hit was titrated; in the data active = a potency from the dose series; inconclusive = CPE inhibition mostly from about 3.7% at the one dose, without a potency; inactive = the rest, 99 in 100 with CPE inhibition below about 2.2%; also: strong numbers were not always called active
# WT yeast gro inh mutant strain – further read-out of WT yeast gro inh, marked with its call; inhibition, %; mitochondrial fusion phenotypic screen, mutant strain inhibition
# NS5 inhibitors pilot replicate – recorded beside NS5 inhibitors, whose call it bears; inhibition, %; measured here: pilot screen replicate inhibition
# The depositor's hits bear a star; i = inactive; ? = inconclusive; . = not tested or not shown; [ ] = remark or other dose.
# Preview (4 entries):
SMILES,K1F lysis inhibition,CSM14.1 death rescue,Large T inhibition,Yfh1-off respiration,NS5 inhibitors,RSV CPE inhibition,XIAP displacement,WT yeast gro inh,WT yeast gro inh mutant strain,West Nile antiviral,others
CC1CN(C(=S)Nc2cccc(Cl)c2Cl)CC(C)O1 (stereo unspecified),1.5%[50 µM],.,11.0%,.,-7.2%,0.9%,.,.,.,-0.8%,
CCCc1cc(=O)[nH]c(SCC(=O)Nc2ccc(C)cc2)n1,-1.8%,-0.1%,6.6%,i,-11.9%,1.4%,-4.9%,-15.5,-7.0,0.0%,
CCS(=O)(=O)c1cc([N+](=O)[O-])c(Sc2ccccc2NC(C)=O)s1,-2.8%,.,11.1%,i,-19.9%,2.6%,.,.,.,0.4%,
COc1cc(/C=N/NC(=O)c2nc(C)cc(C)n2)ccc1O,0.4%,2.0%,39.5µM*,i,4.3%,2.2%,-11.2%,-9.9,5.3,0.4%,

# The list itself, from the first entry:
SMILES,K1F lysis inhibition,CSM14.1 death rescue,Large T inhibition,Yfh1-off respiration,NS5 inhibitors,RSV CPE inhibition,XIAP displacement,WT yeast gro inh,WT yeast gro inh mutant strain,West Nile antiviral,others
CC1CN(C(=S)Nc2cccc(Cl)c2Cl)CC(C)O1 (stereo unspecified),1.5%[50 µM],.,11.0%,.,-7.2%,0.9%,.,.,.,-0.8%,
CCCc1cc(=O)[nH]c(SCC(=O)Nc2ccc(C)cc2)n1,-1.8%,-0.1%,6.6%,i,-11.9%,1.4%,-4.9%,-15.5,-7.0,0.0%,
CCS(=O)(=O)c1cc([N+](=O)[O-])c(Sc2ccccc2NC(C)=O)s1,-2.8%,.,11.1%,i,-19.9%,2.6%,.,.,.,0.4%,
COc1cc(/C=N/NC(=O)c2nc(C)cc(C)n2)ccc1O,0.4%,2.0%,39.5µM*,i,4.3%,2.2%,-11.2%,-9.9,5.3,0.4%,
CC(=O)NC(=S)Nc1cccc2c(C)cc(C)nc12,0.3%,0.6%,8.0%,i,2.6%,24.8%,0.9%,4.6,-1.4,1.3%,
Cc1ccc(NC=C(S(=O)(=O)c2ccccc2)S(=O)(=O)c2ccccc2)cc1,0.9%,-1.0%,8.6%,i,-2.2%,1.7%,-9.5%,2.1,-3.4,-0.2%,
Cc1ccccc1CCN(C(=O)Cn1nnc2ccccc21)C(C(=O)NCC1CCCO1)c1nc2ccccc2n1C (stereo unspecified),0.2%,0.4%,7.0%,i,2.2%,3.4%,-18.4%,-2.8,15.2,-0.7%,
CC(C)c1ccc(S(=O)(=O)N2CCN(C(=O)Cc3ccsc3)CC2)cc1,-1.8%,.,8.6%,.,-4.4%,-0.4%,.,.,.,.,
COc1ccccc1NC(=S)NC(=O)c1ccc(-c2ccc(Cl)cc2)o1,0.2%,-0.7%,7.0%,i,-4.2%,3.9%,-3.3%,27.7,9.9,1.8%,
CCN(CC(=O)N1CCN(c2ccccc2)CC1)S(=O)(=O)c1ccc(C)cc1,1.5%,-2.6%,7.0%,i,0.0%,2.0%,-8.2%,2.0,-7.5,-1.0%,
CNC(=O)CSc1nnc(-c2ccccn2)n1Cc1ccco1,0.2%[50 µM],.,8.1%,i,-10.3%,0.5%,.,.,.,0.1%,
CC(=O)Nc1cccc(-n2nnc(SCC(=O)N(C)c3ccccc3)n2)c1,0.7%,.,16.5%,i,-1.6%,.,.,.,.,-0.2%,
O=C(/C=C/c1cc([N+](=O)[O-])ccc1OC(F)F)NCc1ccc(Cl)cc1,0.7%,-0.5%,16.1%,i,-2.1%,2.3%,-7.0%,35.9,21.2,-0.4%,
O=c1[nH]c(=O)n(Cc2ccccc2)c2nc(-c3ccco3)cc(C(F)(F)F)c12,1.3%,2.0%,12.6%,i,5.0%,-0.5%,-6.2%,6.7,-8.6,0.0%,
Cc1ccc(C(C)C)c(OCc2n[nH]c(=S)o2)c1,0.2%,0.0%,15.6%,i,5.4%,3.1%,-2.8%,13.1,10.9,0.5%,
COc1ccccc1C(=O)N/C(=C/c1ccc(Br)cc1)C(=O)NCCO,-1.4%,-0.8%,7.6%,i,-2.7%,0.3%,-2.6%,-3.6,-11.5,-0.5%,
CCOC(=O)C(C)n1cnc2c(nnn2-c2cccc(Cl)c2)c1=O (stereo unspecified),0.2%,-1.1%,13.3%,i,-1.4%,3.6%,-1.1%,3.8,2.3,0.2%,
CCC(C)NC(=O)/C=C/c1cccs1 (stereo unspecified),2.3%[50 µM],2.4%,9.7%,i,2.9%,1.9%,-8.4%,-12.2,-0.8,1.3%,
O=C(CCN1CCc2ccccc21)c1ccc2c(c1)OCCO2,-0.5%,-3.4%,6.2%,i,10.2%,-0.7%,-6.4%,9.6,4.0,1.3%,
COC(=O)C(Cc1ccccc1)NC(=O)CNC(=O)c1ccccc1OC (stereo unspecified),0.0%,.,-1.1%,.,-1.6%,0.5%,.,.,.,0.3%,
Fc1ccccc1COc1ccc(Br)cc1CNCC1CCCO1 (stereo unspecified),0.8%,-0.9%,4.3%,i,3.1%,2.3%,-5.9%,13.2,20.1,-1.1%,
CN1C/C(=C/c2cccs2)C(=O)/C(=C\c2cccs2)C1,-0.5%,.,-0.2%,.,-10.0%,0.1%,.,.,.,-0.5%,
NC(=O)COC(=O)c1ccc(Cl)c(S(=O)(=O)N2CCN(c3ccc(F)cc3)CC2)c1,0.0%,-0.1%,-2.2%,i,-9.2%,9.9%,-4.1%,20.6,5.0,-0.3%,
O=C(Nc1cccc(Cl)c1)Nc1cccc(Cl)c1,2.8%,-4.1%,4.4%,i,-3.2%,0.8%,-3.8%,-12.3,-10.9,-0.4%,
CCn1nc(C)cc1C(=O)N(C)C1CCCN(Cc2ccccc2F)C1 (stereo unspecified),0.0%,.,6.7%,.,-4.9%,0.5%,.,.,.,-0.3%,

# Next records:
SMILES,K1F lysis inhibition,CSM14.1 death rescue,Large T inhibition,Yfh1-off respiration,NS5 inhibitors,RSV CPE inhibition,XIAP displacement,WT yeast gro inh,WT yeast gro inh mutant strain,West Nile antiviral,others
CC(=O)N1c2ccccc2N(Cc2ccc(C)cc2C)C(=O)C1(C)C,0.0%,-0.8%,3.0%,i,-2.8%,5.7%,-0.6%,0.9,-6.9,-0.1%,
CCC1(C(=O)c2ccccc2)C2c3cc(Br)ccc3OC(=O)C21C(=O)N1CCOCC1 (stereo unspecified),0.0%,-1.4%,6.3%,i,-2.1%,1.6%,-2.2%,-0.3,1.4,0.0%,
CCc1nc(SCC(=O)N2CCC(C)CC2)c2c(=O)n(C)c(=O)n(C)c2n1,-0.9%,1.1%,10.9%,i,0.0%,1.1%,3.3%,3.0,-6.8,0.3%,
COc1ccc(NC(=O)c2cc(OC)c(OC)c(OC)c2)cc1S(=O)(=O)N1CCCCC1,-0.3%,3.0%,5.4%,i,5.3%,1.7%,-8.8%,-14.7,-7.8,-0.1%,
O=c1nc2ccccc2c2n1CC(CN1CCN(c3ccccc3F)CC1)N2 (stereo unspecified),0.5%,1.9%,-1.5%,i,-6.1%,-2.9%,-1.9%,6.3,11.2,0.6%,
CCN1CCN(c2ccc(S(=O)(=O)N3CCCCC3)cc2NC(=O)c2sccc2C)CC1,0.7%[50 µM],.,?,.,-12.5%,0.0%,.,.,.,.,
CCOc1ccc(S(=O)(=O)NCc2ccc3c(c2)OCO3)cc1,0.2%,.,3.0%,.,-4.8%,0.9%,.,.,.,-0.6%,
O=C(COC(=O)c1ccncc1)c1ccccc1,0.4%,-1.1%,11.1%,i,-6.6%,0.0%,-8.3%,-12.9,3.0,-0.4%,
CCS(=O)(=O)Nc1ccc(-c2nnc(SCC(=O)OC)o2)cc1,-0.1%,-0.4%,-1.1%,i,-2.1%,-0.5%,-1.5%,6.2,34.1,0.2%,
CC(c1ccccc1)n1c(-c2ccncc2)n[nH]c1=S (stereo unspecified),0.4%,9.2%,5.4%,i,-2.0%,1.1%,-5.1%,8.0,23.1,0.1%,
CN(C)CCN(C(=O)c1ccccc1Cl)c1nc2c(Cl)cccc2s1,1.7%[50 µM],-3.9%,65.7%,i,-9.9%,0.8%,-9.4%,11.4,8.7,-0.4%,
CCN1CCN(S(=O)(=O)c2cccc3nsnc23)CC1,0.1%,-4.6%,3.7%,i,-2.1%,1.8%,-7.7%,-9.5,-20.9,-0.1%,
CC(=O)NC(CSC(CC(=O)c1ccco1)c1ccc(C)cc1)C(=O)O (stereo unspecified),0.1%,-3.1%,3.3%,i,-14.2%,0.3%,-3.5%,-19.8,5.8,-1.0%,
COc1ccc(CCNCC(=O)Nc2ccc(C)c(Br)c2)cc1OC,0.2%,.,14.2%,.,2.0%,0.0%,.,.,.,-0.3%,NS5 inhibitors pilot replicate=-0.9
Cc1cc2c(cc1C)NC(c1ccccn1)C1=C(CC(C)(C)CC1=O)N2 (stereo unspecified),0.3%,.,12.7%,i,1.4%,-0.1%,-9.4%,-0.9,-1.2,0.0%,
O=C(NC1CCC(NC(=O)C2CCCO2)CC1)C1CCCO1 (stereo unspecified),.,-4.6%,-4.2%,i,.,.,-3.6%,6.4,-4.2,0.0%,
O=C(CCN1C(=O)c2ccccc2C1=O)Nc1ccccc1C(F)(F)F,-0.3%,.,18.1%,.,8.5%,6.0%,.,.,.,0.3%,
CCC(C)(C)NC(=O)C(c1ccc(F)cc1)N(CCOC)C(=O)CCC(=O)Nc1nccs1 (stereo unspecified),-0.1%,.,3.4%,.,-6.6%,1.5%,.,.,.,-0.8%,
CCC(C)NC(=S)Nc1ccc(F)cc1 (stereo unspecified),0.2%,.,8.2%,i,4.0%,2.8%,.,.,.,-0.1%,
CC1CCN(S(=O)(=O)c2cccc(C(=O)NNC(=O)c3ccco3)c2)CC1,0.1%,.,12.2%,i,-19.1%,-1.1%,.,.,.,0.4%,
COc1ccccc1-c1nnc(SC2CCc3ccccc3NC2=O)s1 (stereo unspecified),0.7%,-0.8%,9.5%,i,-8.2%,2.0%,-3.3%,15.3,-4.1,-0.2%,
O=C(COc1ccccc1[N+](=O)[O-])Nc1cc(Cl)ccc1C(=O)O,-0.8%,0.4%,12.0%,i,0.0%,3.3%,-4.0%,4.6,5.9,-0.2%,
COCc1c(C#N)c(NCCc2ccccc2)nc(C)c1[N+](=O)[O-],1.8%,-1.6%,1.1%,i,11.0%,-0.6%,-12.3%,12.3,-1.1,-0.4%,
O=C(N/N=C/c1ccc2c(c1)OCO2)C(=O)Nc1ccc2ccccc2c1,.,-0.1%,10.0%,i,.,-0.2%,-4.3%,2.9,5.6,0.5%,
COc1ccc(CCNC(=O)CN2C(=O)COc3ccc(S(=O)(=O)N4CCCC4)cc32)cc1OC,0.2%,.,8.2%,.,-5.3%,4.8%,.,.,.,-0.4%,

# Screening results deposited in PubChem by several laboratories.
